# Compound activity (PubChem)
# MOR-DOR ag – agonists of OPRM1-OPRD1 heterodimerization, primary screen, cell-based, luminescence; cells; activation, % at 9.3 µM; 340,000 tested, 0.3% active; in the data active = activation above about 18%;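 note: 0% = vehicle-treated cells and 100% = reference agonist; values of inactives mirror those of a sister screen read the other way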
# Target sequence (P35372 whole entry, looked up): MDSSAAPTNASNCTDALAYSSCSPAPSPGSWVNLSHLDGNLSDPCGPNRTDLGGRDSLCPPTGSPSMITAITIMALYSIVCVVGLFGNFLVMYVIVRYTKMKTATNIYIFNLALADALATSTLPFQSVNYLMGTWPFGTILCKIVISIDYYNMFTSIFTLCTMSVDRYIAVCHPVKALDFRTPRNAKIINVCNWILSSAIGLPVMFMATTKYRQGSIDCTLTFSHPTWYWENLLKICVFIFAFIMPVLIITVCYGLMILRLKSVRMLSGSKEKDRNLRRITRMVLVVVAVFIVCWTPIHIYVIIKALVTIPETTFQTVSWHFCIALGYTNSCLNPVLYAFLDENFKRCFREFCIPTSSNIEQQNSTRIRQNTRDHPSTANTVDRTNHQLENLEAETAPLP
# Target sequence (P41143 whole entry, looked up): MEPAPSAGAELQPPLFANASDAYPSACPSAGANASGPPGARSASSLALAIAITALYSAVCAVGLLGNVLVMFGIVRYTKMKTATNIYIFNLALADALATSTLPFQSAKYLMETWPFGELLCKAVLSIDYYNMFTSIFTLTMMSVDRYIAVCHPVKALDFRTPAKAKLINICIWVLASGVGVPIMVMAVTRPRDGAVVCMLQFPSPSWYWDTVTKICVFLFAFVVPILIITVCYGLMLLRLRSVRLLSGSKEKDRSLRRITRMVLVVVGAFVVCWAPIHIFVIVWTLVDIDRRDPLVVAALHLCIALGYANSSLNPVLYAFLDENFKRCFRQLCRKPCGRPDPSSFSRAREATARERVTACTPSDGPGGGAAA
# HTR5A inv ctr – HTR5A inverse agonists in luminescence cell assay, primary screen, counter-screen for OPRM1-OPRD1 heterodimer inverse agonist project, full-deck HTS; 5-hydroxytryptamine receptor 5A (Homo sapiens), P47898; HTR5A cell line, inverse agonism; 340,000 tested, 0.083% active; inhibition, % at 9.3 µM; in the data active = inhibition mostly above about 23%, no sharp cut-off; inactive = mostly below about 18%;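 note: 0% = cells with DMSO and 100% = no-cell wells with DMSO; some compounds called inactive have numbers as strong as hits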
# PKA-R1A activ – activators of PKA-R1A holoenzyme, primary screen, biochemical, fluorescence polarization, Cy5-IP20, bovine R1A, mouse PKAc. PKA-R1A dissociation; scaled: DMSO 0%, 113 µM cGMP 100%. activation, % at 11.4 µM. 340,000 tested, 0.083% active;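 active = percent activation above the mean of all tested compounds plus 3 SD, cut at about 19% in these data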;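 note: higher means more PKAc released from R1A so a rise in polarization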
# phage Ecoli inh – growth loss of phage-infected E. coli, primary screen, RecBCD inhibitor project, absorbance, with phage, HTS. 360,000 tested, 0.26% active. AID 651602, 2012. inhibition, % at 11.9 µM; in the data active = inhibition above about 11%
# OPRM1-OPRD1 inv – inverse agonists of MOR-DOR heterodimerization, primary screen, cell-based, luminescence | 340,000 tested, 0.21% active | inhibition, % at 9.3 µM | cell-based MOR-DOR heterodimer luminescence, inverse agonism; in the data active = inhibition above about 22%, passing the limit was not always enough;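 note: 0% = cells with DMSO and 100% = wells without cells with DMSO; values of inactives mirror those of a sister screen read the other way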
# AddAB inh – growth inhibition of E. coli expressing H. pylori AddAB, primary screen, AddAB inhibitor project, absorbance | inhibition, % at 11.9 µM | 330,000 tested, 0.29% active | AID 435030, 2010; in the data active = inhibition above about 12%;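 note: 0% = vehicle wells of infected cells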
# PfHsp90 set2 – growth inhibition of PfHsp90-expressing yeast, primary screen, antimalarial PfHsp90 inhibitor project, S. cerevisiae, BacTiter-Glo luminescence, single point, set 2 | BacTiter-Glo ATP, 48 h; yeast lacking PDR1 and PDR3 efflux regulators | inhibition, % at 9.4 µM | 310,000 tested, 0.32% active;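 active = every replicate shows inhibition above about 80%, whatever the replicate mean, limit read from the data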;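 note: 0% = DMSO neutral controls and 100% = 20 µM radicicol positive controls; yeast relying on Plasmodium falciparum Hsp90 in place of its own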
# Mot1-301 SUMO – yeast Mot1-301 growth rescue at high temperature, primary screen, SUMOylation pathway inhibitor project, S. cerevisiae, ATP luminescence, 38.5C. S. cerevisiae Mot1-301 growth rescue; percent above DMSO median, 100 means doubled. growth rescue, % at 18.8 µM. 320,000 tested, 1% active;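 active = every valid replicate shows activation above 250% relative to neutral control wells; inactive = the rest, any valid replicate at or below 250%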;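 note: OY570 slx delta 5 strain wells were the positive control but not used for scaling; some compounds called inactive have numbers as strong as hits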
# HTR5A ag ctr – HTR5A agonists in luminescence cell assay, primary screen, counter-screen for OPRM1-OPRD1 heterodimer agonist project, full-deck HTS | activation, % at 9.3 µM | 5-hydroxytryptamine receptor 5A (Homo sapiens), P47898 | AID 504692, 2011 | cell-based | 340,000 tested, 0.61% active; in the data active = activation mostly above about 9.5%, no sharp cut-off; inactive = mostly below about 7.6%;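 note: 0% = cells with vehicle only and 100% = reference agonist; strong numbers were not always called active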
# DSG3 Ab inh – inhibitors of pemphigus antibody binding to DSG3, primary screen, biochemical, bead-based, flow cytometry, scFv-GFP | Desmoglein-3 (Homo sapiens), P32926 | DSG3-coupled beads, scFv-anti-DSG3-GFP binding; active compounds read low | binding (percent of control), % at 10 µM | 310,000 tested, 0.48% active;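 active = binding more than 3 SD below its plate's average and above zero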;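 note: hits lower antibody fragment binding to DSG3; some compounds called inactive have numbers as strong as hits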
# Ecoli viability – E. coli V3065 growth inhibition, primary screen, counter-screen for AddAB inhibitor project, absorbance, OD600; 18 h; inhibition, % at 11.9 µM; 330,000 tested, 0.27% active; AID 449728, 2010;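 active = inhibition above the campaign's mean inhibition across all tested compounds plus 3 SD, cut at about 9.9% in these data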;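 note: uninfected addAB+ strain grown without phage in ampicillin broth; 0% = DMSO wells and 100% = ciprofloxacin 0.95 µg/ml wells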
# An asterisk follows results filed as active; . = not tested or not shown.
SMILES,MOR-DOR ag,HTR5A inv ctr,PKA-R1A activ,phage Ecoli inh,OPRM1-OPRD1 inv,AddAB inh,PfHsp90 set2,Mot1-301 SUMO,HTR5A ag ctr,DSG3 Ab inh,Ecoli viability
CCOC(CNC(=O)c1cc(C)nn1-c1ccccc1)OCC,-1.2,3,-10,3.2,6,-1.6,.,117,-3,103,-0.8
O=C(Nc1ccc(F)cc1)Nc1ccc2c(c1)OCO2,-2.1,11,-13,3.5,15,-2.9,9,-5,-1,103,1.0
O=C(CSc1ncn[nH]1)N1N=C2/C(=C/c3ccccc3)CCCC2C1c1ccccc1 (stereo unspecified),5.6,-17,-2,3.2,-41,1.4,7,-11,6,104,-2.2
CN(C)S(=O)(=O)c1ccc(NC(=O)c2ccncc2)cc1,-1.1,2,5,4.7,6,2.2,8,15,-1,99,2.6
COc1ccc(F)cc1S(=O)(=O)NC(Cc1ccccc1)C(N)=O (stereo unspecified),-2.0,-6,-1,1.7,11,0.9,-1,-20,0,96,-0.1
COc1ccc(C(=O)Nc2ccnn2C2CCN(Cc3ccccn3)CC2)cc1,-4.2,-1,-6,-0.5,22,2.0,-2,0,-3,103,-2.6
CCc1ccc(N=C2NC(=O)/C(=C/c3cc(Br)c(OCC(=O)O)c(OC)c3)S2)cc1,-2.0,-12,2,-1.2,10,0.7,-25,7,3,111,-1.3
COc1ccc(CNc2c(C(=O)O)cnc3c2cnn3C)cc1,-1.0,1,-2,2.7,5,0.2,-9,-9,2,102,-0.2
Cc1c(C(=O)Nc2cccc([N+](=O)[O-])c2)csc1-c1ccccc1,5.6,-6,4,1.6,-27,2.9,.,-27,2,101,0.2
Cc1nn(-c2ccccc2)c2ncc(C(=O)c3cc(Cl)ccc3O)cc12,-0.4,-12,-4,2.9,2,1.2,28,-9,5,99,1.1
COc1c(C)cc(Br)cc1C(=O)NC(=S)NCc1ccco1,-1.2,18,-9,2.9,6,3.0,-15,3,-8,109,-1.4
CC1CCN(C(=O)CSc2nc3c(c(=O)n2C)SCC3)CC1,-1.3,5,10,2.3,7,1.3,-11,-8,0,.,-1.2
COc1ccc(N(Cc2ccccc2)S(=O)(=O)c2cccc(C(=O)Nc3ncccc3C)c2)cc1,1.6,13,-4,2.1,-8,0.8,1,-1,-4,106,0.7
CCOC(=O)c1sc(NC(=O)c2ccc(S(=O)(=O)N(CC)CC)cc2)nc1C,-1.1,-7,-4,2.9,6,1.3,.,4,-1,94,-3.5
COC(=O)C1CCN(S(=O)(=O)c2ccc(NC(C)=O)cc2)CC1,-1.6,12,6,3.5,10,-2.5,-13,-6,-6,.,-1.1
CNC[C@H]1Oc2ccc(NC(=O)Nc3ccc4c(c3)OCO4)cc2C(=O)N([C@H](C)CO)C[C@@H]1C,-0.5,7,-1,-0.6,3,1.4,-4,-20,-3,107,-1.2
CN(c1ccccc1)S(=O)(=O)CS(=O)(=O)N(C)c1ccccc1,-3.2,-25,2,0.9,17,.,-11,.,6,110,.
Cc1c(NC(=O)COC(=O)c2ccc(Br)o2)c(=O)n(-c2ccccc2)n1C,-3.2,12,1,1.5,15,0.0,.,15,-3,116,-0.8
CCOc1ccc(NC(=O)COC(=O)C2C3CC4OC(=O)C2C4C3)cc1 (stereo unspecified),-0.8,1,-7,-0.5,5,6.0,24,14,4,.,1.7
Cc1ccc(Nc2nnc(SCc3nc4ccccc4c(=O)[nH]3)s2)cc1,0.2,-4,-5,6.2,-1,0.6,-1,-12,-1,88,2.0

# Two entries picked at random from the list so far, as already listed:
SMILES,MOR-DOR ag,HTR5A inv ctr,PKA-R1A activ,phage Ecoli inh,OPRM1-OPRD1 inv,AddAB inh,PfHsp90 set2,Mot1-301 SUMO,HTR5A ag ctr,DSG3 Ab inh,Ecoli viability
COc1ccc(N(Cc2ccccc2)S(=O)(=O)c2cccc(C(=O)Nc3ncccc3C)c2)cc1,1.6,13,-4,2.1,-8,0.8,1,-1,-4,106,0.7
COc1ccc(C(=O)Nc2ccnn2C2CCN(Cc3ccccn3)CC2)cc1,-4.2,-1,-6,-0.5,22,2.0,-2,0,-3,103,-2.6

# The list continues.
SMILES,MOR-DOR ag,HTR5A inv ctr,PKA-R1A activ,phage Ecoli inh,OPRM1-OPRD1 inv,AddAB inh,PfHsp90 set2,Mot1-301 SUMO,HTR5A ag ctr,DSG3 Ab inh,Ecoli viability
COC1=C(C)C(=O)C2=C(C1=O)C1C3CC4=C(C(=O)C(OC)=C(C)C4=O)C(CNC(=O)C(C)=O)N3C(C#N)C(C2)N1C (stereo unspecified),17,-11,-3,15*,-73,.,-10,.,3,105,.
CC(C)(C)OC(=O)C[C@@H]1C/C=C\C[C@@H](CC(=O)NCCO)C(=O)NC[C@H](c2ccccc2)OC1=O,-2.5,-24,7,2.3,13,6.1,-13,-6,0,95,-2.0
Cc1ccc(S(=O)(=O)N(CCC(=O)O)c2ccccc2)cc1,-1.2,-15,-5,3.6,7,0.9,9,30,5,100,0.4
COc1ccccc1NC(=O)c1csc2c1CCC(C)C2 (stereo unspecified),4.2,2,-14,3.6,-19,1.1,-11,-9,-1,102,-2.7
Cc1sc(NC(=O)c2cc(-c3ccccc3)nc3ccccc23)c(C(N)=O)c1C,4.3,15,-7,2.7,-29,0.5,-78,2,2,98,0.2
CC(Oc1ccc(Cl)cc1Cl)C(=O)NCCCN(C)C (stereo unspecified),-0.3,5,-1,3.1,2,0.9,14,-11,-2,83,0.4
O=c1[nH]c(CN2CCc3ccccc3C2)nc2ccccc12,-2.0,-12,-3,0.8,11,0.4,10,-8,-3,103,-2.9
CCOC(=O)c1c(C)n(C)c2cc(Br)c(C(=O)OC)cc12,1.0,4,-2,2.1,-5,0.8,-55,-7,-2,90,-2.8
COc1ccc(/C=C(\C#N)C(=O)c2c(C)[nH]c3ccccc23)cc1OC,0.0,4,3,3.4,0,2.5,-4,2,-2,103,2.8
O=C(NNC1=C(C(=O)C(F)(F)F)CCC1)c1cccc(O)c1,-0.8,15,-13,0.4,3,0.5,-19,19,-1,.,-4.3
COc1ccc(OC)c(CNC(=O)Cn2nc(C)c3c(C)n(-c4ccc(C)cc4)nc3c2=O)c1,1.4,-20,-1,-1.5,-7,-0.7,4,233,-2,.,-1.0
O=C(CCN1C(=O)C2C3C=CC(C3)C2C1=O)NC1CCCCC1 (stereo unspecified),-3.6,-14,-13,2.4,19,-0.9,0,231,3,99,-1.8
Cc1c(N=Cc2nc3ccccc3[nH]2)c(=O)n(-c2ccccc2)n1C,-2.8,-25,-14,2.2,15,5.2,5,229,9,104,-0.1
COc1ccc(OCc2cc(C(=O)N3CCOCC3)no2)c(Cl)c1,-2.7,5,-13,3.5,14,3.7,-24,17,1,96,4.6
Cc1ncc(CN2CCC(C(=O)Nc3ccc(-n4cccn4)cc3)CC2)s1,-2.5,10,3,1.9,13,1.1,1,102,-4,101,0.8
CCCC(C(=O)NCCc1ccc(S(N)(=O)=O)cc1)c1ccccc1 (stereo unspecified),0.0,9,6,-1.2,0,0.2,-3,-18,-3,119,0.8
CCn1c2ccccc2c2cc(NC(=O)C(C)Oc3ccccc3)ccc21 (stereo unspecified),1.3,22,8,2.0,-7,1.4,3,14,-1,104,0.7
CCc1ccc(C(=O)N2CCN(c3ccc(NC(=O)c4ccco4)cc3)CC2)cc1,-1.7,2,-1,5.4,9,0.4,8,16,1,116,-1.7
COc1ccc(S(=O)(=O)Nc2c(C)nc3nc[nH]n3c2=O)cc1,-1.0,6,-3,2.8,5,4.4,6,-8,0,102,0.2
COc1ccc(Br)cc1S(=O)(=O)N1CCCc2ccccc21,-1.3,2,-10,1.4,6,2.0,4,29,-1,118,-3.8
COc1ccccc1-n1nc(C(=O)O)c2ccccc2c1=O,1.5,-16,10,2.1,-9,1.3,.,10,7,96,-1.6
CCOC(=O)CNc1c(N2CCN(c3ccccn3)CC2)c(=O)c1=O,-0.2,10,-3,2.4,1,1.9,-5,5,-3,102,0.5
Cc1nc(CN2CCN(C(=O)CCc3nnc(Cc4c[nH]c5ccccc45)o3)CC2)cs1,-0.2,5,-5,2.2,2,-0.2,20,5,-2,100,0.3
CC(C)NC(=O)c1onc(CSc2ccc(C(C)C)cc2)c1C(=O)O,-2.8,6,11,2.2,15,3.2,-20,-6,-7,99,-0.8
N#Cc1cc2c(nc1SCC(O)CS(=O)(=O)Cc1ccc(Cl)cc1)CCCC2 (stereo unspecified),4.7,4,6,-0.5,-27,-0.2,-33,-6,-2,98,-1.6
C=CCn1c(C)csc1=Nc1ccc(C(C)=O)cc1,-2.4,-15,2,2.4,12,3.1,-3,-6,-1,101,-0.5
CC(Oc1ccc(Br)cc1)C(=O)NCCCN1CCCC1=O (stereo unspecified),-3.4,-15,-12,3.5,14,1.9,-36,-10,6,.,1.2
CCOC(=O)/C=C/[C@H]1Cc2ccccc2CO1,-1.4,-21,-12,2.3,8,1.8,-11,11,8,100,2.8
CCCC[C@@H]1CNC(=O)C(=O)N1CCc1cc(C(F)(F)F)cc(C(F)(F)F)c1,2.6,-11,-4,1.4,-15,1.4,4,0,4,103,-1.0
Cc1nc2c(C#N)c[nH]n2c(=O)c1Cc1ccccc1,0.6,10,-6,3.3,-4,4.8,.,2,-4,97,2.1
C=CCOc1cccc(C(=O)Nc2ncn[nH]2)c1,-0.5,3,14,1.8,3,3.1,-9,-4,-5,104,1.0
Cc1sc2nc(SCC(=O)O)[nH]c(=O)c2c1C,-1.6,-13,-11,3.5,9,4.7,-17,-25,-2,99,-2.2
CCCc1cc(=O)[nH]c(SCCN2C(=O)c3ccccc3C2=O)n1,0.7,-3,-8,1.3,-4,1.9,13,2,-2,104,0.4
Cc1csc(NC(=O)C2CCCCC2)n1,0.9,-10,-2,.,-4,-0.2,0,-3,3,139,1.6
O=C(O)Cc1ccc2oc(-c3cccnc3)nc2c1,-0.9,-14,-1,2.6,5,3.9,-3,-9,1,98,1.2
O=C(Nc1ccc(Cl)cc1F)C1CC1,-0.4,8,0,3.0,2,4.0,-19,-7,-2,99,2.1
CCCN1CCC(NC(=O)Nc2ccc([N+](=O)[O-])cc2)CC1,0.5,3,-4,5.2,-2,5.8,5,333,7,103,1.6
O=C(CNC(=O)c1ccco1)N/N=C/c1ccc(O)c([N+](=O)[O-])c1,-6.2,-4,5,1.5,31,4.9,-11,-6,1,94,1.3
O=C(CN1CCN(c2ncc(C(F)(F)F)cc2Cl)CC1)N1CCN(c2ncc(C(F)(F)F)cc2Cl)CC1,0.2,14,5,1.9,-1,-2.0,30,38,0,77,-1.3
O=C(c1ccccc1)N1CCN(C(=O)c2ccncc2)CC1,-1.8,-9,6,1.4,11,1.7,-2,-2,7,95,-0.5
CC(=O)/C=N/Nc1ccccc1,0.0,-1,-11,2.1,0,0.7,0,24,1,102,1.2
